SENP8 block-1 = inhibitors of human SENP8 protease; Q96LD8; purified SENP8, Z-RLRGG-aminoluciferin cleavage, luminescence; inhibition, % at 10 µM; actives 1.2% (n = 330,000); AID 2540; in the data active = inhibition above about 50%
Target sequence (Q96LD8 whole entry, looked up): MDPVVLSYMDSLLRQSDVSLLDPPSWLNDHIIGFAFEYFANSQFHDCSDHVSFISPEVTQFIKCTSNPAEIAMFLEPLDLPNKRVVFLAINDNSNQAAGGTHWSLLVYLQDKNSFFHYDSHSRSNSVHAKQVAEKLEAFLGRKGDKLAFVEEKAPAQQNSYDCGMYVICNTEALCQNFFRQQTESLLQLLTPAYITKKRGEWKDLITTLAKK
UBC13 inh = blocks human UBC13 polyubiquitin chain formation; inhibition, % at 20 µM; actives 0.47% (n = 330,000); P61088; TR-FRET; AID 485273; in the data active = inhibition above about 45%, passing the limit was not always enough; inconclusive = no clear call, values can overlap the other calls
Target sequence (P61088 whole entry, looked up): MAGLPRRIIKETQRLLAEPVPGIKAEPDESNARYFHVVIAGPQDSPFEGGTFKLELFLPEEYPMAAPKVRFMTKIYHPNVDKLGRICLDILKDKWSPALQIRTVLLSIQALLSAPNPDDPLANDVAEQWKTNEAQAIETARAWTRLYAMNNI
SENP6 inh = SENP6 protease inhibition | inhibition, % at 10 µM | Q9GZR1 | actives 1.8% (n = 330,000) | Recombinant SENP6 catalytic domain, aminoluciferin luminescence;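 active = inhibition above about 50% at the single tested dose, limit read from the data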;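 note: plate controls were DMSO wells with enzyme for no effect and DMSO wells lacking enzyme for full effect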
Apaf1 inhib = blocks human Apaf-1 apoptosome activity; O14727; reconstituted apoptosome caspase-3 activity, DEVD-Rh110 fluorescence; inhibition, % at 20 µM; actives 0.71% (n = 330,000); active = inhibition of at least 40% at 20 µM;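 note: plate controls were DMSO wells for no effect and DEVD-CHO caspase inhibitor wells for full effect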
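Material: reconstituted apoptosome with Apaf-1, cytochrome c, caspase-9, procaspase-3, dATP; medium: pH 7.5 Hepes buffer with CHAPS, BSA, DTT; also added: cytochrome c and DEVD-Rh110 substrate; timing: 30 min plus 50 min, RT; signal: Rh110 fluorescence intensity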
SENP1 inh = SENP1 (human) catalytic domain inhibition | recombinant SENP1 catalytic domain, CyPet-SUMO1-YPet FRET cleavage | inhibition, % at 10 µM | actives 0.21% (n = 360,000) | AID 624204;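 active = inhibition at least 30% at 10 µM, raw YFP signal under a set limit, fluorescence ratio 0.5 to 1.5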;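 note: 0% = enzyme with DMSO and 100% = no enzyme wells; some results filed as inactive read as strong as hits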
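Assay system – human recombinant His6-tagged SENP1 catalytic domain enzyme · Input – SENP1 enzyme, 20 pM final · Buffer or medium – Tris pH 8 buffer plus EDTA, NaCl, BME, BSA, NP40, catalase · Schedule – 50 min reaction at room temperature · Technique – FRET read of cyan and yellow fluorescence · Control set – no-enzyme wells low, DMSO-plus-enzyme wells high control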
SENP7 block = blocks the human protease SENP7; inhibition, % at 5 µM; actives 1.5% (n = 330,000); recombinant SENP7, Z-RLRGG-aminoluciferin luminescence, 40 min; Q9BQF6;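 active = inhibition above about 50% at the single test dose, limit read from the data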;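 note: plate controls were DMSO with enzyme for no effect and no enzyme buffer wells for full effect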
Target sequence (Q9BQF6 706-1050 limits assumed): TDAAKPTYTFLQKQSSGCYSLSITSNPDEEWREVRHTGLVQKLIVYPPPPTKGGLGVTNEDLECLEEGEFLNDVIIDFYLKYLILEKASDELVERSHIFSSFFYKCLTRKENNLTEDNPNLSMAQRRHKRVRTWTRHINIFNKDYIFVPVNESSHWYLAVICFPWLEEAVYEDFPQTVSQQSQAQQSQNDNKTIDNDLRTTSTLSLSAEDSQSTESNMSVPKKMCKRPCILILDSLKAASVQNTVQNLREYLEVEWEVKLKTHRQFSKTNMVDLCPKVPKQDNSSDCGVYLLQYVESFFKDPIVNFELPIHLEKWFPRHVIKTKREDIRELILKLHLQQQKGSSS
SENP8 block-2 = SENP8 (human) protease inhibition; actives 0.64% (n = 360,000); AID 602440; recombinant SENP8, Nedd8 substrate fluorescence; inhibition, % at 20 µM; Q96LD8; in the data active = inhibition mostly above about 40%, no sharp cut-off; inactive = mostly below about 27%
APOBEC3G inh = APOBEC3G (human) deaminase inhibition; Q9HC16; recombinant A3G, ssDNA deamination FAM/TAMRA fluorescence; inhibition, % at 20 µM; actives 0.28% (n = 330,000); AID 493012;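 active = inhibition of at least 40% at 20 µM, with no more than 30% in the related APOBEC3A deaminase screen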;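 note: plate controls were DMSO wells with A3G for no effect and wells lacking A3G enzyme for full effect; some compounds called inactive have numbers as strong as hits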
Target sequence (Q9HC16 whole entry, looked up): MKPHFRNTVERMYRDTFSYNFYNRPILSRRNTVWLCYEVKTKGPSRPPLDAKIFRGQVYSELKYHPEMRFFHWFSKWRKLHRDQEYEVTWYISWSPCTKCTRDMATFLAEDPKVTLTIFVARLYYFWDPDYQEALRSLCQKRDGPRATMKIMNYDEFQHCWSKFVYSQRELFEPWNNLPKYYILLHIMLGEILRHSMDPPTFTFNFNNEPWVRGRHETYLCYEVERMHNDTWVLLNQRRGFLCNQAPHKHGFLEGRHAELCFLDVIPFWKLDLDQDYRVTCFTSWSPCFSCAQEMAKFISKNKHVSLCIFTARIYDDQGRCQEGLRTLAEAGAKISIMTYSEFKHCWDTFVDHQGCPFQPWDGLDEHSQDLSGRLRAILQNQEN
* hit, by the source's call; ? = inconclusive; . = not tested or not shown. Compounds as they come. About 3.6% of those tested had a hit in this group.

SMILES	SENP8 block-1	UBC13 inh	SENP6 inh	Apaf1 inhib	SENP1 inh	SENP7 block	SENP8 block-2	APOBEC3G inh
COc1ccccc1C(=O)NNC(=O)c1ccc2ccccc2c1	-12	7	-11	-5	1	-5	11	-6
CC(NC(=O)Cc1ccccc1[N+](=O)[O-])c1ccccc1 (configuration not stated)	-8	-10	-19	13	.	1	.	-12
COc1ccc(C2CC(c3cccs3)=Nc3ccccc3S2)cc1OC (configuration not stated)	-5	-1	12	3	-3	10	-28	-5
CN1CCN(C(=S)NC(=O)c2ccco2)CC1	-5	-6	5	-5	-5	-5	1	-4
COc1ccc(/C=C/C(=O)N(C)Cc2cccs2)cc1S(=O)(=O)N1CCOCC1	6	9	-19	-3	-4	9	3	-9
COc1ccc(C(=O)COC(=O)c2nn(C)cc2Cl)cc1	17	12	49	2	1	31	15	-13
CC(=O)NC(Cc1c[nH]c2ccccc12)C(=O)NCc1ccco1 (configuration not stated)	-3	2	-10	1	3	4	3	-4
COc1cc(OC)cc(C(=O)N[C@H](C(=O)NCc2cccs2)C(C)C)c1	-1	9	9	0	3	6	16	-6
COC(=O)Cc1ccc(NC(=S)N2CCCCC2C)cc1 (configuration not stated)	4	4	-4	3	0	9	7	-9
Cc1ccc(NC(=O)CSc2nnc(-c3cnccn3)n2Cc2ccco2)cc1C	-3	-21	-6	15	-5	1	-2	3
CCOC(=O)C1CCN(C(=O)COC(=O)CSc2ccc(C(N)=O)cc2[N+](=O)[O-])CC1	-3	0	14	-2	1	-1	2	-3
COc1ccc(N2CCCC2)c(NC(=O)c2ccc(Br)o2)c1	3	2	-13	13	-7	1	-10	0
O=C(Cc1cccs1)Nc1nnc(SCc2ccc(Br)cc2)s1	-7	-5	1	11	-5	3	17	0
C=C(C)c1cccc(C(C)(C)NC(=O)NCCCN2CCCC2=O)c1	10	0	-61	-5	2	-1	8	-8
CC/C(=N/NC(=O)CNc1ccc(Cl)cc1C)c1ccccc1	-10	3	5	-6	1	-5	9	-9
CCCNC(=O)NS(=O)(=O)c1cnccc1Sc1ccc(Cl)cc1	-2	-2	15	-12	1	-1	7	0
O=C(NC1=NCCS1)Nc1ccccc1	4	8	-32	1	-1	35	9	-7
COc1ccc2c(c1)cc(C(=O)N[C@@H](CCSC)C(=O)N1CCC(C(=O)O)CC1)n2C	-14	6	-4	-2	1	-8	-276	-6
CCOC(=O)c1c(NC(=O)C2CCN(S(=O)(=O)c3ccc(Cl)cc3)CC2)sc2c1CCCC2	-7	-10	-4	3	-5	-3	-61	-6
Cc1nc(S/C(=C/c2ccc(-c3ccc(C(=O)O)cc3)o2)C(=O)O)n[nH]1	6	-10	6	-12	-36	4	-52	4
O=C(COc1ccc2ccc(=O)oc2c1)NCC(O)c1ccccc1 (configuration not stated)	5	4	-4	-5	1	3	-148	-8
NNC(=O)c1ccc(NS(=O)(=O)c2ccc(Br)cc2)cc1	-7	-6	-16	4	.	-6	.	-8
OC(COCC1COc2ccccc2O1)CN1CCN(c2ccccc2)CC1 (configuration not stated)	-8	1	2	10	0	-1	20	-8
CCN(CC)C(=O)c1sc2nc(N3CCOCC3)c3c(c2c1N)CCCC3	5	?	-13	7	-10	4	-313	49*
O=C(COc1coc(CN2CCN(c3ccccc3F)CC2)cc1=O)N1CCc2ccccc21	-9	-2	-14	8	2	6	8	-4

Part of the list above, in markdown.
| SMILES | SENP8 block-1 | UBC13 inh | SENP6 inh | Apaf1 inhib | SENP1 inh | SENP7 block | SENP8 block-2 | APOBEC3G inh |
| --- | --- | --- | --- | --- | --- | --- | --- | --- |
| COc1ccc(/C=C/C(=O)N(C)Cc2cccs2)cc1S(=O)(=O)N1CCOCC1 | 6 | 9 | -19 | -3 | -4 | 9 | 3 | -9 |
| COc1ccc(C(=O)COC(=O)c2nn(C)cc2Cl)cc1 | 17 | 12 | 49 | 2 | 1 | 31 | 15 | -13 |
| CC(=O)NC(Cc1c[nH]c2ccccc12)C(=O)NCc1ccco1 (configuration not stated) | -3 | 2 | -10 | 1 | 3 | 4 | 3 | -4 |

Next part
SMILES	SENP8 block-1	UBC13 inh	SENP6 inh	Apaf1 inhib	SENP1 inh	SENP7 block	SENP8 block-2	APOBEC3G inh
CCN(CC)c1ccc(NC(=O)c2cccc(F)c2)c(C)c1	6	5	8	-3	2	5	17	-5
Cc1c(N=c2scc(-c3ccccc3)n2CCO)c(=O)n(-c2ccccc2)n1C	-5	-4	-10	2	4	-7	4	-9
COc1ccccc1NC(=O)Cn1nc(-c2ccc3c(c2)OCCO3)ccc1=O	-6	-4	-36	2	5	-3	-103	-4
O=C(Nc1ccc(S(=O)(=O)N2CCOCC2)cc1)C1CCN(S(=O)(=O)c2ccc(F)cc2)CC1	3	5	-6	9	3	-2	6	-5
CN(C)CCCNC(=O)/C(=N\O)c1ccccc1	-9	-5	5	-3	0	-7	12	-2
COc1ccc(CCNS(=O)(=O)c2ccc(Cl)s2)cc1OC	1	4	-7	-7	1	5	31	-4
Clc1ccc(CSc2cc3c(nn2)-c2ccccc2CC3)cc1	-10	-18	4	22	3	0	15	-3
O=S(=O)(Nc1cccc(S(=O)(=O)N2CCCC2)c1)c1ccc(F)cc1	-7	3	-4	-7	-1	6	9	-12
CCCCn1nc(C(=O)N[C@@H](CCSC)c2nc3ccccc3[nH]2)c2ccccc2c1=O	0	-5	1	15	-1	5	3	-4
Cn1c(CCC(=O)OCC(=O)Nc2ccc(Oc3ccccc3)cc2)nc(=O)c2ccccc21	-5	4	-16	-11	3	-7	6	-8
COC(=O)Cc1[nH]n(-c2ccccc2)c(=O)c1C(C)=Nc1ccccc1	5	-1	8	-3	1	-3	13	2
COc1ccc2cc(C(=O)NCc3ccccc3)c(=Nc3ccc(C(=O)O)cc3)oc2c1	-4	-24	-18	12	-1	-9	-82	-11
COCCOC(=O)N/C=C\c1nc2ccccc2c(=O)[nH]1	-7	2	-22	-1	-8	-5	-30	-2
CCN(CC(=O)NCc1ccc(Cl)cc1)C(=O)c1cc(OC)cc(OC)c1	-9	-1	-15	12	1	-6	8	1
O=C(Nc1ccccc1F)c1ccccc1C(=O)Nc1ccccc1F	-1	2	-5	-13	1	6	15	-7
CCC(C)(C)NC(=O)C(c1ccc(C)o1)N(C(=O)c1csnn1)c1cccc(F)c1 (configuration not stated)	-1	2	1	4	1	6	8	-3
COc1cc(C)nc(NCc2ccccc2)n1	5	1	-10	7	-1	1	19	1
O=C(CCc1ccc(S(=O)(=O)NC2CCCCC2)cc1)NCc1cccnc1	2	-6	-5	-3	1	4	6	-4
CC(C)CNC(=O)[C@H](Cc1ccccc1)NC(=O)c1ccco1	-9	-3	-10	5	-6	-4	11	-3
COc1ccccc1OCC(=O)Nc1ncc(C)s1	5	16	25	-14	0	-1	2	-10
CC(=O)Nc1ccc(NC(=O)c2ccc(-c3ccccc3Cl)o2)cc1	-21	10	-19	-9	0	-9	-55	-16
COc1ccc(NC(=O)COC(=O)CCc2ccc(S(=O)(=O)N3CCOCC3)cc2)cc1Cl	-2	2	7	10	2	3	18	11
Cc1sc2nc(CN(C(=O)NCc3ccccc3)C3CCCC3)[nH]c(=O)c2c1C	-7	7	-16	6	-10	6	-6	2
COc1ccc(N2CCN(C(=O)CSc3nnnn3-c3ccc4c(c3)OCCO4)CC2)cc1	10	-4	3	6	-2	-4	15	-4
CCOc1ccc(/C=C2\SC(N3CCc4ccccc4C3)=NC2=O)cc1	-4	-2	-5	7	-4	0	-30	-1

The results go on:
SMILES	SENP8 block-1	UBC13 inh	SENP6 inh	Apaf1 inhib	SENP1 inh	SENP7 block	SENP8 block-2	APOBEC3G inh
CCn1nc(C)cc1C(=O)Sc1cccc(Br)c1	4	1	-16	-14	1	-3	18	-3
CCN(CC(=O)Nc1c(F)cccc1F)C(=O)c1cc2ccccc2oc1=O	1	-6	7	5	2	5	-20	-5
CCC(C)[C@H](NC(=O)NCCCN1CCOCC1)C(=O)OC (some centres not stated)	5	-2	5	-16	-2	2	4	-5
O=C(NCCN1CCN(S(=O)(=O)c2ccc([N+](=O)[O-])cc2)CC1)C(=O)Nc1ccccc1	-7	20	-21	-32	-1	-3	18	-12
CCCS(=O)(=O)N1CCN(Cc2ccc3c(c2)c2ccccc2n3CC)CC1	-7	-6	-9	17	1	-3	-31	-7
CCC1(c2ccc(F)cc2)NC(=O)N(CC(=O)NC2CCCCCC2)C1=O (configuration not stated)	5	14	5	-8	0	-1	13	-10
CC(=O)Nc1ccc(S(=O)(=O)NCC(=O)OCC(=O)NNC(=O)c2ccccc2)cc1	-3	4	-17	-1	0	2	0	-2
Cc1ccc(NC(=O)CCN2C(=O)NC3(CCCC3)C2=O)cc1S(=O)(=O)N1CCOCC1	1	-11	-4	5	1	0	10	-9
CCNc1nc2[nH]c(=O)c3c(c2s1)OC(N)=C(C#N)C3c1ccc(C)cc1 (configuration not stated)	5	-5	14	5	-27	10	-71	-4
O=C(CNC(=O)N1CC(=O)Nc2ccccc21)Nc1ccc(Cl)cc1	-7	1	1	0	4	0	3	-3
C#CCOCCOCCOCCNc1nc(N2CCN(C(=O)[C@H](C)n3cc(CCCN=C(N)N)nn3)CC2)nc(N2CCN(C(=O)[C@H](C)n3cc(CCCN=C(N)N)nn3)CC2)n1	-4	44	-17	19	-1	6	7	16
COc1ccc(S(=O)(=O)Nc2ccc3ccccc3c2)cc1C	1	8	7	16	1	5	12	-3
Cc1noc(C)c1COc1cccc(C(=O)N2CCN(C/C=C/c3ccccc3)CC2)c1	-5	5	5	18	-2	2	10	-2
CCCCOc1c(Br)cc(CNCCCN2CCOCC2)cc1OC	11	5	0	-5	0	-2	23	6
C=CCn1c(C)cc(C2=NNC(=NCc3ccccc3)SC2)c1C	-7	14	1	-5	-2	0	-5	-5
CC(NS(=O)(=O)c1ccc(OCC(=O)N2CCOCC2)cc1)c1ccccc1 (configuration not stated)	1	-8	-12	8	1	-7	24	-5
CCN(CC)C(CNC(=O)CSc1nnnn1-c1c(C)cccc1C)c1ccco1 (configuration not stated)	-4	1	5	3	0	-4	3	-4
C/C(=N\Nc1nc2ccccc2[nH]1)c1ccc(N2CCOCC2)cc1	8	-25	21	0	-3	3	-109	-8
CCNc1nc(NCC)nc(OCCOC(C)=O)n1	4	-4	-9	-6	1	-1	17	-5
O=c1c2c(nc3nc(SCc4ccccc4)[nH]n13)CCC2	4	6	0	3	1	4	2	-6
COc1ccc(C(=O)N/C(=C\c2ccc(SC)cc2)C(=O)NCCCn2ccnc2)cc1OC	2	14	-22	-4	-2	9	-94	-6
Cc1ccc(S(=O)(=O)N(CCC#N)C2CCCCC2)c2nsnc12	-3	13	-5	-2	3	3	12	-11
Cc1c(NC(=O)NC2CCCCC2)cccc1[N+](=O)[O-]	-6	-12	-6	5	2	0	12	-2
CC(C)CC(NC(=O)CCC(=O)OCC(=O)[C@@]1(O)CCC2[C@@H]3CCC4=CC(=O)C=C[C@]4(C)C3[C@@H](O)C[C@@]21C)C(=O)O (some centres not stated)	-11	0	-34	8	3	-8	7	-9
O=C(Nc1ccc(Cl)cn1)Nc1ccc(Cl)cn1	1	-8	-5	11	0	0	0	7

Going on with the list.
SMILES	SENP8 block-1	UBC13 inh	SENP6 inh	Apaf1 inhib	SENP1 inh	SENP7 block	SENP8 block-2	APOBEC3G inh
CCC1=C(OC(=O)c2ccccc2)C(C)(C)C(c2ccccc2)OC1=O (configuration not stated)	-2	-2	1	13	3	-4	28	4
Cc1nn(-c2nc3ccccc3[nH]2)c(N)c1-c1ccc(Cl)cc1	-16	-24	16	20	0	-2	14	-6
O=C(NNC(=O)c1ccc2ccccc2n1)c1ccc(O)cc1	-10	-28	-14	0	2	-9	18	-2
COC(=O)c1ccccc1SCC(=O)Nc1ccc(N2CCOCC2)cc1	3	-1	8	14	-2	-9	2	-3
O=C(c1ccccc1)N1CCN(c2ncnc3c2cnn3-c2ccccc2)CC1	7	12	2	1	1	-4	-8	-2
CC(C)=CC(=O)OCC(=O)Nc1ccc(Cl)cn1	-8	-11	-28	4	0	-5	17	5

Screening data from PubChem BioAssay.
